TLR4 MyD88 comp: blocks binding of human TLR4 to MyD88; O00206+Q99836; HeLa CL3-4 TLR4/MyD88 BLA complementation, FRET ratio; inhibition, % at 8.4 µM; 200,000 tested, 0.18% active; in the data active means inhibition above about 25%;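 further: 0% = vehicle and 100% = reference inhibitor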
Target sequence (O00206 whole entry, looked up): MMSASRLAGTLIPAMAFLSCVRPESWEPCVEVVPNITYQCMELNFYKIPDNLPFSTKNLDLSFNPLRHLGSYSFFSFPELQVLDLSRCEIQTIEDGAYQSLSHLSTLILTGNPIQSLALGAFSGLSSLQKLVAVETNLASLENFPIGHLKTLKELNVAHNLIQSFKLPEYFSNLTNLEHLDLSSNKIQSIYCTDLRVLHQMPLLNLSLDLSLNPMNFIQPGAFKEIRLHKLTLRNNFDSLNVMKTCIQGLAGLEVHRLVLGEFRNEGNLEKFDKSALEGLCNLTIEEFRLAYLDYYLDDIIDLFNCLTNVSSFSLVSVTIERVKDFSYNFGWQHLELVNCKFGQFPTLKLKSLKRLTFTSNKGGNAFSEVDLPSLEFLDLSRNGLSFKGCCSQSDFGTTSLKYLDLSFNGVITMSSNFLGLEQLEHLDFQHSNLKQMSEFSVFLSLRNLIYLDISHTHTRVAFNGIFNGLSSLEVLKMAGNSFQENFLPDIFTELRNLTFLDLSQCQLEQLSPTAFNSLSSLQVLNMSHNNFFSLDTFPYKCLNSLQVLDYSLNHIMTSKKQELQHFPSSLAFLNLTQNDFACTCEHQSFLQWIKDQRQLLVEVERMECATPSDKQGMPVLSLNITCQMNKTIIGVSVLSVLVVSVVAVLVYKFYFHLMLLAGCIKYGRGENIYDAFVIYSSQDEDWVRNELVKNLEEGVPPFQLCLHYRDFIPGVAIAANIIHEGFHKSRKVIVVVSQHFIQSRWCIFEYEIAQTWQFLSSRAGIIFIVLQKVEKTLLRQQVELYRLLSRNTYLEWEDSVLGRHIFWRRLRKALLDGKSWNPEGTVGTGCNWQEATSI
Target sequence (Q99836 whole entry, looked up): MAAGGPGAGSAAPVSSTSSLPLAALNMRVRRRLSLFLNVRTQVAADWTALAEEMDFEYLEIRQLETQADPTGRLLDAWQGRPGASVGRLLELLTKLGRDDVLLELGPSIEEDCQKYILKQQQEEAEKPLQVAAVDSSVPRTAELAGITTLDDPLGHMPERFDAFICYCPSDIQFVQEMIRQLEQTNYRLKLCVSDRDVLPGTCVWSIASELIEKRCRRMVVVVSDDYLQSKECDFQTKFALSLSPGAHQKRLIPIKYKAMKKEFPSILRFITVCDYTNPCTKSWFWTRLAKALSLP
APP transl inh: APP translation inhibition. 190,000 tested, 0.82% active. AID 1285. SH-SY5Y APP 5'UTR-luciferase reporter, luminescence. inhibition, % at 2 µM;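 active means inhibition above a set limit, derived from the sample mean plus 3 SD, cut at about 45% in these data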; further: values of inactives mirror those of a sister screen read the other way
STAT1 blocker: STAT1 signaling inhibition | NIH 3T3 STAT1-luciferase reporter, IFN-gamma, luminescence | inhibition, % at 5.5 µM | 200,000 tested, 0.35% active;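 active means inhibition above a set limit, the mean inhibition across all tested compounds plus 3 SD, cut at about 34% in these data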;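 further: 0% = IFN-gamma with DMSO and 100% = IFN-gamma with 300 µM nifuroxazide; values of inactives mirror those of a sister screen read the other way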
Diaph act CS: activates diaphorase or chemically reduces, flagging diaphorase assay artifacts; 190,000 tested, 0.005% active; Diaphorase/resazurin coupled assay, resorufin fluorescence, 16 min; hits give high values; 1 = vehicle wells, 0 = NADH-free wells; activation factor at 20 µM; AID 1229;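 active means diaphorase activity raised at least twofold by the compound at 20 µM; inactive means activation factor below 2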
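Material: Purified diaphorase enzyme from Clostridium kluyveri | Buffer or medium: 50 mM HEPES pH 7.4 with 4.542 mM MgCl2, 0.005% Tween 20 | Times: 16 min enzyme reaction, ambient temperature | Signal: Red resorufin fluorescence at 544/590 nm excitation/emission | Measure: Increased resorufin signal from activators or reducing compounds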
Diaphorase inh: counter-screen for diaphorase-based assays: diaphorase inhibitors and chemical oxidizers | inhibition, % at 20 µM | 190,000 tested, 0.69% active | AID 1217 | diaphorase resazurin-to-resorufin fluorescence, NADH, 16 min; bacterial (C. kluyveri) enzyme, not human;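 active means primary screen inhibition at 20 µM above a set limit, cut at about 50% in these data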;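 further: plate controls were DMSO with full reaction for no effect and wells lacking NADH for full effect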
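System: Bacterial diaphorase enzyme (C. kluyveri) | Incubation: 16-min room-temperature incubation before reading | Benchmarks: No-NADH positive control and DMSO neutral control | Measured by: Resorufin fluorescence 544/590 nm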
STAT3 act: STAT3 signaling activation | U3A cells, IL-6 STAT3-luciferase reporter, luminescence; 100% = signal with IL-6 EC80 alone | activation (% of control), % at 5.6 µM | 190,000 tested, 0.91% active;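 active means activation above the screen-wide mean of compound activation plus 3 SD, cut at about 130% in these data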;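 further: 0% = background luminescence of wells with medium and substrate only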
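system = STAT3-luciferase reporter U3A cells | reagent = IL-6 stimulus at 33 ng/mL final | timing = 1 h compound pre-exposure, 6 h IL-6 stimulation, 37 °C | measured by = luminescence | evaluation = % activation versus median of IL-6-stimulated wells | control set = IL-6-only wells as 100% reference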
G6PDH CS: L. mesenteroides G6PDH inhibition counter-screen; inhibition, % at 5 µM; AID 1020; Purified L. mesenteroides G6PDH, diaphorase/resazurin coupled fluorescence, 45 min; 200,000 tested, 0.12% active; in the data active means inhibition above about 50%
STAT3 inh: STAT3 signaling inhibition; U3A cells, IL-6 STAT3-luciferase reporter, luminescence; host cell line lacks STAT1; inhibition, % at 5.5 µM; 190,000 tested, 0.89% active;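 active means inhibition above the mean inhibition across all screened compounds plus 3 SD, cut at about 44% in these data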;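 further: 0% = DMSO only wells and 100% = 100 µM nifuroxazide control wells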
Hsp70 act: switches on Hsp70 transcription | HeLa Hsp70 promoter luciferase reporter, luminescence; scaled: vehicle 0, proteasome-inhibitor control 100% | activation, % at 10 µM | 200,000 tested, 0.04% active | AID 1203;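 active means activation above the mean across all tested compounds plus 3 SD, cutoff set per campaign, cut at about 5.5% in these data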;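 further: 100% = MG132 at 30 µM as the positive control and 0% = DMSO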
STAT1 act: STAT1 signaling activation; 200,000 tested, 2.6% active; NIH 3T3 STAT1-luciferase reporter, IFN-gamma, luminescence; 100% = IFN-gamma alone, no compound; activation (% of control), % at 5.5 µM; AID 932;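 active means activation above the screen-wide mean activation plus 3 SD, cut at about 130% in these data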;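 further: raw ratio to IFN-gamma control signal so 100% means no change and 0% no light; values of inactives mirror those of a sister screen read the other way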
An asterisk follows results filed as active; · = not tested or not shown.

Structure	Diaph act CS	STAT3 inh	STAT1 act	Hsp70 act	TLR4 MyD88 comp	G6PDH CS	APP transl inh	Diaphorase inh	STAT1 blocker	STAT3 act
Cc1ccc(S(=O)(=O)Nc2c(C)n(C)n(-c3ccccc3)c2=O)cc1C(=O)OCC(=O)N1CCCC(C)C1 (centres undefined)	0.9	3	99	-0.2	1	5	-2	15	-2	101
Cc1ccccc1C(=O)NNC(=O)C(C)N1C(=O)c2ccccc2C1=O (centres undefined)	0.8	10	99	-0.1	5	14	-6	18	-5	99
O=C(Nc1cccc(Cl)c1)NC1(C(=O)NCc2cccs2)CCCCC1	1	6	91	0.1	9	6	-2	0	10	97
O=C(CCCCCNc1nc(=S)[nH]c2ccccc12)NCCc1ccccc1	0.9	18	99	-0.4	0	-5	·	14	2	85
CCOC(=O)c1cn(CC)c2cc(N3CCSCC3)c(F)cc2c1=O	0.9	10	103	0.2	-4	2	-6	7	-4	96
CC(C)CC(=O)NC(=S)N1CCN(c2ccc([N+](=O)[O-])cc2Cl)CC1	0.9	-6	105	-0.3	-24	6	2	12	-5	108
N#Cc1cc(C(=O)c2cc(Br)ccc2O)cn(Cc2ccccc2)c1=O	0.9	10	85	0.0	-9	7	-2	6	15	93
Cc1nnc(NC(=O)c2ccccc2Br)s1	0.9	8	103	0.1	2	8	-1	6	-4	97
CCN1CCN(c2ccc(NC(=O)c3ccc4c(c3)[nH]c(=O)n4Cc3ccc(OC)cc3)cc2)CC1	1	6	99	-0.1	-1	9	9	-4	1	95
O=C(COC(=O)c1ccccc1NS(=O)(=O)c1cccs1)NC1CCCCC1	0.9	0	105	-0.5	-15	20	-6	13	-6	101
CCOC(=O)c1c(-c2ccccc2)csc1NC(=S)N(CC)CC	0.9	1	96	-0.5	-7	-15	-1	11	4	95
COc1ccc(N2CCN(c3ccc(N4C(=O)CC(C)C4=O)cc3[N+](=O)[O-])CC2)cc1 (centres undefined)	0.9	7	90	-0.3	-2	5	4	9	10	97
COC(=O)C12CCC3(SCCS3)C(C(=O)OC)(CCC13SCCS3)C2	0.8	-6	96	-0.3	3	-7	-16	16	5	103
CC1CN(S(=O)(=O)c2cccc(C(=O)OC/C(O)=C(\C#N)c3nc4ccccc4[nH]3)c2)CC(C)O1 (centres undefined)	0.9	-1	96	-0.1	7	-22	9	9	7	99
CNC(=O)n1ccc(C(=O)N2CCCCC2)n1	1	6	105	0.2	-9	3	-18	5	-5	98
COc1ccccc1NC(=O)CC1C(=O)Nc2ccccc2N1C(=O)c1ccccc1 (centres undefined)	0.9	9	97	-0.4	8	0	-9	10	1	98
Cc1c(Cl)cccc1NC(=S)NC1CCN(C(C)C)CC1	1	9	104	-0.1	8	0	-49	5	-6	98
O=C(Nc1ccccc1N1CCOCC1)C1CCN(S(=O)(=O)c2ccccc2F)CC1	0.9	4	93	-0.1	-10	-15	13	12	8	95
COC(=O)c1nn(-c2cccc(Cl)c2)ccc1=O	1	3	112	0.1	5	0	-2	1	-15	107
Cc1ccc(S(=O)(=O)Nc2cc(=O)[nH]c(SCC(=O)Nc3ccccc3Cl)n2)cc1	0.9	-3	94	-0.2	-16	5	-8	10	6	108
COC(=O)CSc1nnc(C)n1-c1cccc(OC)c1	1	4	101	-0.2	-6	4	-27	4	-1	100
COc1ccccc1Nc1nc(-c2ccccc2)nc2ccccc12	0.9	8	103	0.0	-8	-1	-8	12	-6	101
S=c1nc(C2CC2)[nH]c2ccccc12	0.5	-14	97	-0.5	-4	-12	-10	50	5	115
COc1cccc(OCCNS(=O)(=O)c2cccc([N+](=O)[O-])c2)c1	0.9	0	100	-0.2	4	3	-2	14	-2	102
O=S(=O)(c1ccc(F)cc1)N1CN(Cc2ccco2)c2nc3ccccc3nc21	0.8	3	95	0.1	-10	14	-21	21	5	104
O=C(NCC1CCCO1)c1cc(C(=O)c2ccc(Cl)cc2Cl)c[nH]1 (centres undefined)	0.9	3	91	-0.2	8	6	8	7	8	101
CN(C(=O)c1ccccc1)C1(C)CCS(=O)(=O)C1 (centres undefined)	1	1	96	-0.6	-6	2	-2	3	4	99
CC(=O)NNc1nc(-c2ccc(C)cc2)cs1	0.9	8	99	0.1	13	11	-22	7	0	100
CC(=O)N1CCN(c2ccc(NC(=O)COc3ccc(Cl)cc3Cl)cc2)CC1	0.8	60*	94	-0.5	-4	3	14	15	7	53
Cn1c(=O)n(C)c2cc(NC(=O)c3cccc([N+](=O)[O-])c3)c(Br)cc21	1	26	98	-0.1	10	2	16	3	-1	82
COC(=O)C1=C(C)N(C)C(C)=C(C(=O)OC)C1c1ccncc1	0.9	18	102	-0.2	6	-4	-7	14	0	88
O=C(Cn1cccc1)Nc1ccc(OC(F)(F)F)cc1	0.9	8	98	0.5	-13	8	-8	8	2	95
COc1ccccc1-c1nnc(SCC(=O)NCc2c(C)c(Cl)cc(C(C)C)c2O)o1	0.7	8	102	-0.2	6	-20	0	28	-2	97
CC[C@@H](C)[C@@H](C(=O)N1CCNCC1)n1cc(CCC(=O)O)nn1	0.8	·	98	-0.4	8	-9	9	18	4	·
O=C(Nc1cccc(Cl)c1N1CCCC1)c1ccc(Br)o1	0.9	16	106	-0.3	-9	-1	-6	11	-7	87
COc1ccc(N2CCN(S(=O)(=O)c3ccc(C(=O)NC4CCCC4)cc3)CC2)cc1	1	-15	115	0.0	-4	1	8	-3	-16	113
O=C1NCCN/C1=C\C(=O)c1ccccc1	0.9	-5	101	-0.2	1	11	74*	13	-1	107
NC(=O)Nn1c(CCC(=O)O)ccc1-c1ccc(F)cc1	1	7	92	-0.4	0	12	0	-2	5	102
CC(=O)Nc1ccccc1N(C)S(=O)(=O)c1ccc(C)cc1	0.9	19	97	-0.3	-1	8	-5	5	4	88
O=C(Oc1ccc(NC2=C(Cl)C(=O)c3ccccc3C2=O)cc1)c1ccc([N+](=O)[O-])cc1	0.9	-7	92	-0.4	9	6	41	13	11	104
CN(Cc1cnn(C)c1)Cc1nc(COc2ccccc2)no1	0.8	2	110	-0.1	-10	8	-6	16	-12	102
CCC(C)c1ccccc1NC(=O)COC(=O)c1ccc2c(c1)S(=O)(=O)c1ccccc1C2=O (centres undefined)	0.8	16	105	-0.2	-1	-24	5	16	-5	90
CCN(CC(=O)NCc1ccc(F)cc1)c1ccc(S(C)(=O)=O)cc1[N+](=O)[O-]	1	-2	101	-0.3	3	1	-11	2	-3	106
CC(=O)Oc1ccc(-c2ccc(C(=O)O)cc2)cc1	0.8	2	85	-0.1	9	-15	-5	17	17	102
CCCCCCCC(=O)N/N=C(\C)c1ccc(O)cc1O	1	-10	112	-0.2	-13	-3	-1	0	-13	108
c1ccc(CN2CCN(CCOCCOc3ccc4c(c3)CCC4)CC2)cc1	0.9	4	98	-0.3	5	13	-18	10	1	101
CCOC(=O)c1c(-c2ccccc2)csc1NC(=O)/C(C#N)=C/c1ccc(OC)c(OC)c1	0.8	6	93	-0.3	9	-21	-20	16	8	94
O=C(c1cccc(F)c1)N1CCC(O)(c2cccnc2)CC1	0.9	-1	94	-0.2	-6	4	3	8	6	105
COc1ccc(OC)c(NC2=NC3(CCCC3)N=C(N)N2)c1	1.1	4	99	-0.2	6	10	-2	-6	2	100
O=C(CN1CCN(S(=O)(=O)c2ccc(Br)cc2)CC1)Nc1ccc2c(c1)OCCO2	0.7	-4	111	0.0	-7	-12	-8	27	-14	107
COc1cccc(CN2CC(O)=C(c3nc(-c4ccc(Cl)cc4)cs3)C2=N)c1	1	5	102	-0.4	-18	-18	-10	-3	-2	96
CCC1=NC(c2ccc(OC)cc2)N(O)C1(C)C (centres undefined)	1	8	104	0.3	-7	-5	-9	3	-4	98
CCOc1cc2[nH]c(=S)n(C(C)C)c(=O)c2cc1OCC	1	16	98	0.0	-6	6	6	-5	2	92
Cc1ccc(NC(=S)c2nc3ccccc3s2)cc1	0.8	7	134*	0.0	-2	3	-168	19	-37	95
Cc1ccc(OCCCC(=O)Nc2ccc(S(=O)(=O)Nc3cc(C)on3)cc2)cc1	0.8	4	107	0.0	-14	-1	-1	18	-9	100
O=C(NCC1CCCN(Cc2cccc(C(F)(F)F)c2)C1)c1ccc(F)cc1 (centres undefined)	·	8	89	-0.2	-2	18	-13	·	10	95

Other results follow.
Structure	Diaph act CS	STAT3 inh	STAT1 act	Hsp70 act	TLR4 MyD88 comp	G6PDH CS	APP transl inh	Diaphorase inh	STAT1 blocker	STAT3 act
c1ccc(Cn2c(-c3cncs3)nc3ccccc32)cc1	1	-5	111	0.1	-1	10	-36	0	-12	108
CCOc1ccc(C(=O)CSc2nnc(N)s2)cc1	0.8	-21	112	0.0	0	3	-57	18	-12	120
COc1ccc(/C=C2\SC(=NCc3ccccc3)N(Cc3ccccc3)C2=O)cc1OC	0.8	11	102	-0.2	-8	-16	8	23	-2	96
O=C(O)C1C2CCC(C2)C1C(=O)Nc1nc2ccccc2s1 (centres undefined)	0.8	5	111	0.2	-5	5	4	15	-12	99
CCOC(=O)N1CCC(NCCNC(=O)c2ccccc2)CC1	1	-9	96	-0.2	-10	-3	-14	4	4	112
O=c1cc(CN2CCCc3ccccc32)nc2sccn12	0.9	-31	100	0.1	14	10	-11	7	0	124
COc1ccc(-c2cn3ccsc3n2)cc1	0.9	29	135*	0.3	-8	2	-135	11	-39	80
COc1ccccc1CNC(=O)CCCc1ccccc1	0.8	-1	100	-0.2	-7	5	-3	15	0	105

Structures listed so far shown as hits in APP transl inh.
structure | Diaph act CS | STAT1 act | Hsp70 act | TLR4 MyD88 comp | APP transl inh | STAT1 blocker | STAT3 act
O=C1NCCN/C1=C\C(=O)c1ccccc1 | 0.9 | 101 | -0.2 | 1 | 74* | -1 | 107

(next part)
Structure	Diaph act CS	STAT3 inh	STAT1 act	Hsp70 act	TLR4 MyD88 comp	G6PDH CS	APP transl inh	Diaphorase inh	STAT1 blocker	STAT3 act
CC(C)(C)c1ccc(CNc2ccc([N+](=O)[O-])cn2)cc1	0.7	-6	122	-0.2	5	3	-44	29	-24	108
Cc1ccccc1N(C(=O)Cn1nnc(-c2ccc(F)cc2)n1)C(C(=O)NC(C)(C)C)c1ccncc1 (centres undefined)	1	-6	103	-0.3	-2	16	5	0	-5	107
CCCCn1c(/C=N/Nc2nc3ccccc3[nH]2)nc2ccccc21	0.9	-11	112	-0.1	4	-4	88*	12	-13	105
CCN(CC)c1ccc(C=O)c(OC)c1	1	1	95	-0.3	2	5	10	-4	4	101
CCn1cc(Br)c(C(=O)Nc2cccc(SC)c2)n1	1	-36	117	-0.2	-1	1	-20	2	-18	131
